KCNH2 3.1 inh – KCNH2 3.1 (human) potassium channel inhibition; U2OS KCNH2 3.1, thallium flux FluxOr; hits give low values; activity change, % (tested at about 1.8 µM); hit rate 0.95% among 340,000; AID 720553;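 active means maximum activity change below -70%; inconclusive means maximum activity change from -70% to -50%; inactive means maximum activity change above -50%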;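 further: thallium influx rate constant from kinetic fluorescence after stimulation buffer; on the % scale 0 is the no-effect control and ±100 the full control effect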
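FluxOr-based Tl+ influx in U2OS cells transduced with KCNH2 3.1 virus; rate constants normalized to DMSO controls.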
uPA generation – inhibitors of cell surface uPA generation. AID 540303. cell surface uPA generation assay, qHTS. Potency, µM (top dose mostly 38.3 µM), inactives show top-dose activity change, negative = inhibition, usual class: inhibitors. hit rate 0.31% among 330,000; active means well fitted inhibition curve with a large enough effect; inconclusive means small, poorly fitted or top-dose-only effect; inactive means no such curve, though single readings can be large or run the other way; tested in mouse RAW 264.7 cells; further: potency means the concentration at half of the fitted maximal effect; on the % scale 0 is the no-effect control and ±100 the full control effect; nearly all actives have a fitted effect of over 55% in size
Rab9 promoter act – activates the Rab9 promoter | Huh7 Rab9 promoter-luciferase reporter, luminescence, 24 h | Potency, µM (highest dose often 9.22 µM), for the others: at the highest dose activation, negative = inhibition, usual class: activators | hit rate 2.8% among 320,000; further: potency means the concentration at half of the fitted maximal effect; % of control where 0% means no effect; nearly all actives have a fitted effect of over 60% in size
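Huh7 cells stably carrying a Rab9 promoter-luciferase reporter, 1500 cells per well in OP-MEM I with 10% FBS, treated with compound 24 hours at 37C. Luciferase activity read by luminescence after 10 minutes with Amplite reagent.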
NPC1 promoter act – activators of NPC1 promoter; Huh7 NPC1 promoter luciferase reporter, 24 h; Potency, µM (doses to about 9.22 µM), for inactives: at the top dose activation, hits mostly activators; hit rate 2.4% among 320,000;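 further: potency means the concentration at half of the fitted maximal effect; % of control where 0% means no effect; nearly all actives have a fitted effect of over 60% in size; reporter is driven by a mutant NPC1 promoter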
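Luciferase expression driven by the NPC1 promoter was measured in stably transfected Huh7 cells after a 24 h compound incubation, using a luciferase reagent and a luminescence read.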
RORgamma inh – ROR gamma (mouse) transcription inhibition; AID 2551; Drosophila S2 Gal4-RORgamma UAS-luciferase reporter, 20 h; hit rate 5.4% among 310,000; Potency, µM (series often up to 53.6 µM), without a hit: at the highest dose activity change, negative = inhibition, most hits filed as inhibitors; further: potency means the concentration at half of the fitted maximal effect; on the % scale 0 is the no-effect control and ±100 the full control effect; nearly all actives have a fitted effect of over 60% in size
Target sequence (P51450 whole entry, looked up, the tested form may be a part): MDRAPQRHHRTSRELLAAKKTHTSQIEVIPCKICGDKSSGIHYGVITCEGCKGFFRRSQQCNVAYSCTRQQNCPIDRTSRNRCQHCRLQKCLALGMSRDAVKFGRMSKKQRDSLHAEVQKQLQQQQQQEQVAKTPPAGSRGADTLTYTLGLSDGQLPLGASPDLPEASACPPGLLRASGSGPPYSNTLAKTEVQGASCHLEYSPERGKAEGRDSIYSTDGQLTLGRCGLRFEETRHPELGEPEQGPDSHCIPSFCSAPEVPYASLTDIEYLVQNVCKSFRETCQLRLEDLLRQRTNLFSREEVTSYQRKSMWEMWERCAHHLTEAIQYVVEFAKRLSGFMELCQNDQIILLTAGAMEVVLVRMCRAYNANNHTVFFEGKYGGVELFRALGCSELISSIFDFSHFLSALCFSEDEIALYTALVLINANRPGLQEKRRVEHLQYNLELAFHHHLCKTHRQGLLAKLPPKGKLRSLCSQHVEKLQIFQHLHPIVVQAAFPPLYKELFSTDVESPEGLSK
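A Gal4/UAS one-hybrid system in insect cells: metallothionein-promoter Gal4–ROR gamma fusion plus Photinus luciferase reporter. Copper sulfate 700 uM final, 20 hr ambient incubation, luminescent detection after 10 min with reagent.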
Coupling enz – counter-screen for Giardia aldolase inhibitors: coupling enzyme system; coupling enzyme system counterscreen, AmpLite Red fluorescence; activity change, negative = inhibition, % at 58.2 µM, hits read low; hit rate 0.67% among 290,000; AID 2472; in the data active means activity change below about -30%; further: on the % scale 0 is the no-effect control and ±100 the full control effect
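Coupling enzymes only (glyceraldehyde-3-phosphate) + compound, at 57.5 uM final, 10 min RT; add substrate/coupling/AmpLite Red mix, 20 min RT; fluorescence ex 525/em 598 nm. Actives flag coupling-system interference.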
Giardia kill – kills Giardia lamblia; Giardia lamblia trophozoite viability; activity change, % at 7.66 µM, hits read low; hit rate 0.15% among 340,000; AID 540267; in the data active means activity change below about -80%; inconclusive means between about -30% and that limit;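 further: parasites exposed to compound for two days anaerobically before the ATP read; on the % scale 0 is the no-effect control and ±100 the full control effect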
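ATP-content bioluminescence gauges trophozoite survival. Cells (100/well) receive compound and incubate anaerobically for 48 hrs at 37 deg C; detection reagent follows for 15-30 min at room temperature.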
ELG1 genotoxic – inducers of genotoxicity in HEK293T ELG1-luciferase cells; HEK293T ELG1-luciferase reporter, luminescence, 16 h; Potency, µM (series often up to 46 µM), for inactives: at the highest dose activity change, positive = activation, hits mostly activators; hit rate 1.3% among 330,000; AID 504466; further: potency means the concentration at half of the fitted maximal effect; % of control where 0% means no effect; nearly all actives have a fitted effect of over 60% in size
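HEK293T cells expressing luciferase-tagged ELG1 were treated with compound or DMSO for 16 hr at 37°C. Luciferase activity was then read after 30 min with ONE-Glo at room temperature; rising signal flags genetic stress.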
FLuc counter – counter-screen for miR-21 project: firefly luciferase inhibitors or activators. AID 588342. P08659. hit rate 6.9% among 360,000. purified FLuc, Km substrates, luminescence inhibition. Potency, µM (top dose mostly 57.5 µM), without a hit: top-dose activity change, negative = inhibition, actives largely listed as inhibitors;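 further: potency means the concentration at half of the fitted maximal effect; plate controls were vehicle for no effect and reference inhibitor for full effect; nearly all actives have a fitted effect of over 55% in size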
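Biochemical qHTS of compounds, final roughly 60 µM downward over six points, against 10 nM purified firefly luciferase using Km concentrations of substrates (10 uM D-luciferin, 10 uM ATP) in Tris acetate pH 7.5 buffer; luminescence output.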
Gal4-VP16 FLuc – counter-screen for ROR gamma inhibitors: Gal4-VP16 reporter. hit rate 3.5% among 310,000. Potency, µM (series often up to 53.6 µM), inactives show at the top dose activity, negative = inhibition, usual class: inhibitors. Drosophila S2 Gal4-VP16 UAS-luciferase, luminescence, 20 h;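 further: Gal4-VP16 expression switched on by copper sulfate through the metallothionein promoter; potency means the concentration at half of the fitted maximal effect; on the % scale 0 is the no-effect control and ±100 the full control effect; nearly all actives have a fitted effect of over 50% in size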
Tb PFK inh – T. brucei PFK enzyme inhibition; O15648; AID 485367; Potency, µM (titrated, usually from 57.5 µM), without a hit: at the top dose activity, negative = inhibition, actives largely listed as inhibitors; hit rate 0.17% among 330,000; T. brucei PFK, ADP-Glo luminescence;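 further: potency means the concentration at half of the fitted maximal effect; 0% = uninhibited 1x PFK enzyme wells and -100% = no-enzyme wells; nearly all actives have a fitted effect of over 60% in size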
Target sequence (O15648 whole entry, looked up): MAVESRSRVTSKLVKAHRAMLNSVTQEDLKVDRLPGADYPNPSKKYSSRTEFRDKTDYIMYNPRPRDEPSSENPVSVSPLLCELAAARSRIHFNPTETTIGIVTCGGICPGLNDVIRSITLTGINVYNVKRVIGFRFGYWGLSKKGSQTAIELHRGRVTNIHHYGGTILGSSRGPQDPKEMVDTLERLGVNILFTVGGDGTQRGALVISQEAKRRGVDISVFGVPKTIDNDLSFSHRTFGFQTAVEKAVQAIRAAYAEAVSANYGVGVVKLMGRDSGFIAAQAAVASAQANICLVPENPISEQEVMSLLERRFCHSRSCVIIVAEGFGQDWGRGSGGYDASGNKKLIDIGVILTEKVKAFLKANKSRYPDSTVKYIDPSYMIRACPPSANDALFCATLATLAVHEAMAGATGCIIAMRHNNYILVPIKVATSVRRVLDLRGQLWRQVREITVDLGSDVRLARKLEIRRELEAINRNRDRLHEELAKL
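Activity is normalized to no-enzyme wells (full inhibition) and 1.25 nM enzyme wells (no inhibition). Reaction: 0.5 mM F6P, 0.1 mM ATP, 45 min RT, ADP-Glo luminescence; concentration-response curves fitted and classed by quality.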
Active calls of the source: *; ? = inconclusive; . = not tested or not shown; [ ] = dose if it differs, or a comment. Unless noted, the call rests on the fitted dose curve; in most records, active means well fitted curve in the direction sought with a large enough effect; inconclusive means small, poorly fitted or top-dose-only effect, or another doubt; inactive means no such curve, though single readings can be large; an effect the other way counts as inactive or inconclusive.

SMILES	KCNH2 3.1 inh	uPA generation	Rab9 promoter act	NPC1 promoter act	RORgamma inh	Coupling enz	Giardia kill	ELG1 genotoxic	FLuc counter	Gal4-VP16 FLuc	Tb PFK inh
O=C(Cc1ccccc1)c1nnc(-c2ccccc2)o1	16	0%	21%	5%	-5%	-2	-1	-3%	?	5%	3%
CCN(Cc1cc(=O)n2ccsc2n1)c1cccc2ccccc12	-1	5%	-2%	0%	24%	-27	-19	-2%	3%	-7%	-4%
O=S(=O)(c1ccc(F)cc1)N1CCCN(Cc2c(F)cccc2F)CC1	0	-8%	-1%	-1%	-1%	-3	-4	-1%	1%	10%	0%
O=C(CNC(=O)c1ccccc1)OCCOc1cccc(Cl)c1	-24	12%	2%	-4%	.	.	-1	3%	13%	.	-15%
CCOc1ccc(CN2CCNC(=O)C2CC(=O)NCCC2=CCCCC2)cc1 (stereo unspecified)	-8	-2%	-3%	-3%	8%	-4	8	-2%	-4%	-11%	0%
O/N=C1\CC2(Cc3nonc31)OCCO2	2	-6%	5%	-2%	-15%	2	3	-1%	1%	3%	-1%
O=S(=O)(c1ccc(SCc2ccc(Cl)cc2)nc1)N1CCCC1	3	-18%	-2%	0%	.	.	11	-1%	1%	.	-15%
C=CCc1cc(/C=C2/NC(=S)NC2=O)cc(OC)c1O	7	-10%	-2%	-1%	-7%	-2	-5	?	-13%	-4%	4%
CCN(C[C@H]1N[C@@](C)(C(=O)OC)[C@H]2C(=O)N(C)C(=O)[C@@H]12)C(=O)c1ccc(C)cc1	-32	21%	.	.	.	.	3	1%	.	.	-7%
Cc1ccc(NC(=O)C2CSC3(C)CCC(=O)N23)cc1S(=O)(=O)N1CCOCC1 (stereo unspecified)	5	-2%	0%	-5%	.	.	-20	-2%	-1%	.	-2%
Cc1ccc(OCCOCCOc2cccc3cccnc23)c(Br)c1	-34	3%	-3%	0%	-18%	-1	6	-3%	?	2%	0%
COc1ccc(Cl)cc1NC(=O)CN(C)C(=O)c1ccc(N2CCCCCC2)c([N+](=O)[O-])c1	-4	?	-5%	-5%	.	.	-2	-4%	3%	.	-6%
Cn1c(O)c(C2=c3ccccc3=NC2=O)sc1=Nc1ccc(Cl)cc1	2	-5%	28%	21%	?	2	3	16%	-3%	0%	0%
Nc1ccn(C2CC(O)C(CO)O2)c(=O)n1 (stereo unspecified)	3	5%	-5%	-2%	-20%	5	2	4%	3%	-12%	-5%
CCCCOC(=O)Nc1ccc2c(C)cc(=O)oc2c1	3	-2%	1.4µM*	1.8µM*	9%	-1	5	18µM*	6µM*	?	3%
CC(C)(C)NC(=O)c1ccc2nsnc2c1	4	4%	-1%	-1%	3%	-1	-8	3%	-3%	4%	2%
CC1=C(C(=O)N2CCOCC2)C(c2ccc(Br)cc2)NC(=S)N1c1ccccc1 (stereo unspecified)	-13	.	-3%	-4%	4%	3	12	-1%	2%	0%	4%
Cc1nc(CS(=O)(=O)c2ccc(Cl)cc2)cc(Sc2ccccc2Cl)n1	-4	2%	1%	-4%	20%	0	30	-3%	0%	4%	1%
O=C(CSc1ccccn1)Nc1ccc2c(c1)C(=O)c1ccccc1C2=O	-2	-2%	4µM*	2.8µM*	?	1	?	16µM*	?	?	?
Cc1ccc(CNC(=S)NCc2ccncc2)cc1	-30	-1%	-4%	-5%	?	0	-7	-7%	-2%	-8%	-2%
Cc1nn(Cc2ccccc2)c(C)c1NC(=O)c1cc(-c2ccc3c(c2)OCO3)on1	-32	.	-5%	1%	39%	0	-16	-9%	-15%	-4%	-1%
O=C(CN1CCN(Cc2ccccc2F)C1=O)NCc1cccnc1	8	7%	1%	-1%	?	3	-8	-8%	1%	-8%	1%
COc1ccc(CNC(=O)C2CCN(C(=O)c3csc(Nc4ccc(C)cc4)n3)CC2)cc1	-32	0%	-9%	1%	41%	0	-21	-11%	-14%	9%	-11%
C=CCN(c1ccccc1OC)S(=O)(=O)c1cccc(C(=O)OC2CCOC2=O)c1 (stereo unspecified)	0	0%	.	.	.	.	-7	-1%	.	.	2%
CN1C(=O)c2cccc3c(N(C)C)ccc(c23)C1=O	-5	6%	0%	-1%	?	5	5	2%	-11%	-3%	2%
CC(C)C1CC(O)(C2(O)CCCCC2)ON1 (stereo unspecified)	13	4%	1%	-2%	-13%	4	13	3%	3%	0%	0%
CN(C)S(=O)(=O)c1ccc(NC(=O)c2c(F)cccc2Cl)cc1	-3	7%	2%	-1%	33%	1	-4	-4%	4%	-4%	1%
Cc1cccc(C(=O)NCC(=O)OCC(=O)N2CCCCC2)c1	1	1%	0%	-3%	7%	3	-1	0%	2%	0%	2%
CCc1ccc(/C=N/NC(=O)c2ccc(OC3CCCC3)cc2)s1	-7	-5%	0%	-1%	11µM*	0	-6	-3%	?	11µM*	0%
O=C(c1cc2nc(-c3ccccc3)cc(C(F)(F)F)n2n1)N1CCOCC1	-3	.	2%	12%	20%	6	14	2%	?	20%	-6%
O=C(NCc1cccnc1)c1ccc2c(c1)C(=O)N(Cc1ccccc1)C2=O	-2	1%	-4%	2%	9%	.	-2	0%	2%	0%	0%
CC(=O)Nc1nc(C)nc(C)c1C(C)=O	2	5%	-4%	-2%	-22%	2	3	-4%	4%	-7%	-8%
CC1(C)CC(NC(=S)Nc2ccc([N+](=O)[O-])cc2)CC(C)(C)N1	6	3%	-2%	0%	0%	-2	-9	1%	1%	8%	-5%
O=C(NCCOc1cccnc1)c1ccc(OC2CCN(Cc3ccccn3)CC2)cc1	.	.	-2%	-6%	-11%	.	.	8%	-2%	-2%	1%
O=C(/C=C/c1cc(Br)ccc1F)OCC(=O)N1CCOCC1	23	-2%	.	.	.	.	25	0%	.	.	0%
CCOc1ccc(C(=O)Nc2cc(C)on2)cc1	6	.	1.4µM*	1.1µM*	?	2	-22	?	3.4µM*	?	2%
CC(=O)N1c2ccc(C)cc2C(c2ccccc2)CC1C (stereo unspecified)	-2	-9%	5%	-1%	?	0	-4	?	-1%	22%	-4%
Cc1cc(N2C(=O)C(O)=C(C(=O)c3ccc(C)o3)C2c2cccs2)no1 (stereo unspecified)	-7	-6%	-6%	4%	-7%	-1	-3	-8%	4%	13%	-2%
CC1Cc2ccccc2N1S(=O)(=O)c1ccc(Cl)nc1 (stereo unspecified)	-1	-4%	-1%	1%	15%	-2	0	-1%	0%	4%	1%
Cc1ccc(S(=O)(=O)N2CCC(C(=O)Nc3nnc(C4CCCC4)s3)CC2)cc1	-12	4%	4%	0%	16%	0	20	-1%	-1%	-8%	4%
COC(=O)Cc1[nH]nc2c1C(c1c[nH]c3ccccc13)C(C#N)=C(N)O2 (stereo unspecified)	6	-7%	-2%	16%	-13%[10 µM]	-18	-11	25%	2%	-7%	1%
CC(C)CC(COCc1ccc(Cl)cc1)N1CCN(C(=O)c2ccc(Cl)cc2Cl)CCC1=O (stereo unspecified)	-7	?	-4%	-1%	?	-7	-7	-6%	3%	?	-8%
CN1c2ccsc2/C(=N/Nc2ccc(F)cc2)CS1(=O)=O	-20	-5%	?	?	?	-4	26	?	19µM*	24%	-13%
Cc1ccc(OC(=S)Nc2ccccc2)c(C)c1	8	-1%	-3%	-1%	1%	0	-2	1%	?	-4%	1%
NS(=O)(=O)c1ccc(NC2=CC(c3ccc(F)cc3)N(c3ccc(S(N)(=O)=O)cc3)C2=O)cc1 (stereo unspecified)	1	0%	-6%	5%	?	2	17	-2%	-1%	-4%	1%
CN(CC(=O)N1CCN(c2ccc(F)cc2)CC1)S(=O)(=O)c1ccc2c(c1)c(=O)n(C)c(=O)n2C	-2	2%	-11%	-8%	1%	5	12	-3%	1%	-3%	-1%
CCOC(=O)C1CCCN(C(=O)c2ccc(Cn3c(=S)[nH]c4cc(C(=O)OC)ccc4c3=O)cc2)C1 (stereo unspecified)	4	1%	-5%	-1%	-32%	-3	19	-21%	?	25%	2%
CCOC(=O)c1ccc(-c2c(-c3ccccc3OC)oc3ccccc23)cc1F	-1	7%	-2%	-1%	.	.	-16	1%	-15%	.	-1%
COc1ccc(NC(=O)CCCn2c(=O)c3sccc3n(Cc3cccc(C)c3)c2=O)cc1	-7	4%	-3%	2%	29%	3	-6	-4%	6%	-2%	0%
Cc1cc(C)n(-c2ccc(Cl)c(C(=O)OCC(=O)N3CCCCC3C)n2)n1 (stereo unspecified)	0	4%	-2%	2%	-14%[10 µM]	-1	0	-2%	-15%	-1%	-1%
CCOc1ccc(C(=O)NC(C(=O)N2CCC2)C(C)C)cc1 (stereo unspecified)	7	7%	-2%	0%	.	.	-10	-2%	0%	.	8%
COc1ccc(S(=O)(=O)NCCSCc2ccc(Cl)cc2)cc1NC(C)=O	1	-1%	-9%	2%	.	.	10	-1%	0%	.	-14%
